Source: PubChem BioAssay (several laboratories)
Diaphorase inh = inhibits diaphorase or chemically oxidizes, flagging diaphorase assay artifacts. 0.69% of 190,000 active. inhibition, % at 20 µM. diaphorase resazurin-to-resorufin fluorescence, NADH, 16 min; bacterial (C. kluyveri) enzyme, not human. AID 1217;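 active means primary screen inhibition at 20 µM above a set limit, cut at about 50% in these data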;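 further: plate controls were DMSO with full reaction for no effect and wells lacking NADH for full effect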
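material = Clostridium kluyveri diaphorase enzyme | amount = 0.14 U/mL diaphorase, enzyme working solution | schedule = incubation 16 min, room temperature | detection = fluorescence of resorufin formed from resazurin, Ex 544/Em 590 nm | benchmarks = positive control minus NADH, DMSO neutral control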
NF-kB expr up = NF-kB expression increase, human neuronal cells | NF-kB reporter expression; hits give high values | fold change at 12.5 µM | 1.6% of 190,000 active; in the data active means fold change above about 3.3
FLuc act counter = firefly luciferase counter-screen for stimulation assays; P08659; ATPlite luciferase biochemical, luminescence, 10 min; 0 = ATP-free wells, 1 = DMSO control; activation factor at 10 µM; 200,000 tested, under 10 active;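 active means luciferase activation factor, scaled between plate controls, of at least 2 with compound at 10 µM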
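Material: Luciferase/luciferin reagent mix | Doses: Test compounds dosed from 2 mM stocks in 100% DMSO | Timing: 10 min incubation after luciferase reagent addition, room temperature | Measured by: Luminescence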
G6PDH counter = L. mesenteroides G6PDH inhibition counter-screen | Purified L. mesenteroides G6PDH, diaphorase/resazurin coupled fluorescence, 45 min | inhibition, % at 5 µM | 0.12% of 200,000 active; in the data active means inhibition above about 50%
FLuc inhib CS = inhibits firefly luciferase, flagging false hits in luciferase inhibition screens; P08659; ATPLite firefly luciferase biochemical luminescence, 10 min; inhibition, % at 10 µM; 1.5% of 200,000 active; AID 1006;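 active means inhibition above about 50% when tested at 10 µM, limit read from the data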
APP 5'UTR act = activates APP 5'UTR luciferase reporter; activation, % at 2 µM; SH-SY5Y APP 5'UTR luciferase reporter, luminescence; zero percent = DMSO vehicle wells; AID 1276; 1% of 190,000 active;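 active means activation above a set limit, based on mean plus 3 SD of controls, cut at about 140% in these data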; further: values of inactives mirror those of a sister screen read the other way
APP 5UTR inh = APP translation inhibition; SH-SY5Y APP 5'UTR-luciferase reporter, luminescence; inhibition, % at 2 µM; 0.82% of 190,000 active; AID 1285;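 active means inhibition above a set limit, derived from the sample mean plus 3 SD, cut at about 45% in these data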; further: values of inactives mirror those of a sister screen read the other way
Diaphorase act = counter-screen for diaphorase-based assays: diaphorase activators and chemical reducers. Diaphorase/resazurin coupled assay, resorufin fluorescence, 16 min; hits give high values; 1 = vehicle wells, 0 = NADH-free wells. activation factor at 20 µM. 0.005% of 190,000 active;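 active means diaphorase activity raised at least twofold by the compound at 20 µM; inactive means activation factor below 2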
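System – purified diaphorase enzyme from Clostridium kluyveri · Input – enzyme 0.07 U/mL final · Also added – final NADH 0.114 mM, resazurin 0.1 mM · Measured by – fluorescence of resorufin, 544 nm excitation, 590 nm emission · Timing – 16 min enzyme reaction, ambient temperature · Measure – resorufin increase flagging diaphorase activators or reducers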
TLR4-MyD88 BLA = inhibitors of human TLR4-MyD88 binding; O00206+Q99836; HeLa CL3-4 TLR4/MyD88 BLA complementation, FRET ratio; inhibition, % at 8.4 µM; 0.18% of 200,000 active; AID 861; in the data active means inhibition above about 25%;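 further: 0% = vehicle and 100% = reference inhibitor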
Target sequence (O00206 whole entry, looked up): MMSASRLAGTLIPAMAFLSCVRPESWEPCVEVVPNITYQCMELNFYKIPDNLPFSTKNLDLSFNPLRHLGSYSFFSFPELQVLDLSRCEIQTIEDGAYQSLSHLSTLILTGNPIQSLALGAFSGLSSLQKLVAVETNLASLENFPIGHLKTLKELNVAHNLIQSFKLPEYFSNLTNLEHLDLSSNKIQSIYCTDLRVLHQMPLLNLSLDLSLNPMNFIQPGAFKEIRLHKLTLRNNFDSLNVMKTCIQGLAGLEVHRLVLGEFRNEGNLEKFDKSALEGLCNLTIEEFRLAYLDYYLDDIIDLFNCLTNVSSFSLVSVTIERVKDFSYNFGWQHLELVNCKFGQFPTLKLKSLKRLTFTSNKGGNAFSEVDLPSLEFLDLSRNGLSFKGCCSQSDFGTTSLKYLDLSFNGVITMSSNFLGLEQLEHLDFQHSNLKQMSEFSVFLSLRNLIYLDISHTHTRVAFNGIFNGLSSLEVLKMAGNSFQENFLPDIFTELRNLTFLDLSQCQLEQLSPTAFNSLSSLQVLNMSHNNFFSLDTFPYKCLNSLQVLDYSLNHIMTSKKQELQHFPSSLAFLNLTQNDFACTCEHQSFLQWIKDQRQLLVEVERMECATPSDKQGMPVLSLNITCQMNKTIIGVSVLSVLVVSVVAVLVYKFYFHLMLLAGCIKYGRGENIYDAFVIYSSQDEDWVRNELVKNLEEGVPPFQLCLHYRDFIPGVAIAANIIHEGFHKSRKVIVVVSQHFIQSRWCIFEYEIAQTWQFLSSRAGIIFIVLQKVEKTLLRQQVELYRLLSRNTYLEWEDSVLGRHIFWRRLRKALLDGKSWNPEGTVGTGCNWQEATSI
Target sequence (Q99836 whole entry, looked up): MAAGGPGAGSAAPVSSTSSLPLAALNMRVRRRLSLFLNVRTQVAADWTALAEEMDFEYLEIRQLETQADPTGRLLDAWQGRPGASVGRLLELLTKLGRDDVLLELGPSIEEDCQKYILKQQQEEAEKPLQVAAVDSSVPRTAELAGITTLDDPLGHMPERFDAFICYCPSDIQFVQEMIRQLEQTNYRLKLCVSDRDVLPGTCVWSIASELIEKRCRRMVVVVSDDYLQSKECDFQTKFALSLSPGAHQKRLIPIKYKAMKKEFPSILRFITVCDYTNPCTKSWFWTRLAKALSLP
STAT1 activator = STAT1 signaling activation; NIH 3T3 STAT1-luciferase reporter, IFN-gamma, luminescence; 100% = IFN-gamma alone, no compound; activation (% of control), % at 5.5 µM; 2.6% of 200,000 active;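 active means activation above the screen-wide mean activation plus 3 SD, cut at about 130% in these data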;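 further: raw ratio to IFN-gamma control signal so 100% means no change and 0% no light; values of inactives mirror those of a sister screen read the other way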
* = called active by the depositor; . = not tested or not shown.

SMILES	Diaphorase inh	NF-kB expr up	FLuc act counter	G6PDH counter	FLuc inhib CS	APP 5'UTR act	APP 5UTR inh	Diaphorase act	TLR4-MyD88 BLA	STAT1 activator
CC(C)CCC1CC(CSC(=N)N)OC1=O (centres undefined)	-1	1.5	1	11	-5	-4	4	1	-7	101
CC(c1ccco1)N(C(=O)COc1ccc(Cl)cc1)c1ccccn1 (centres undefined)	9	0.99	0.9	13	11	83	-83	0.9	10	102
CCOc1ccc(NC(=O)Nc2cc(-c3ccccc3)sc2C(=O)OC)cc1	29	1.2	1	-26	1	3	-3	0.7	-6	96
Cc1ccc2c(c1C)NC(C(=O)O)C1CC=CC21 (centres undefined)	43	1	1	9	2	.	.	0.6	.	.
COc1ccc(C(C)=O)cc1CSc1nc2nc(C)cc(C)n2n1	6	1.1	1	8	-3	2	-2	0.9	-1	94
CCOC(=O)C1CCCN(C(=O)CC(c2ccccc2)c2ccccc2)C1 (centres undefined)	11	0.98	1.1	2	-7	10	-10	0.9	-8	97
COc1ccc(-c2nc(C#N)c(NCCCN3CCOCC3)o2)cc1	1	1.2	0.9	25	5	-2	2	1	0	108
CCOc1ccc(C(=O)Nc2cc(S(=O)(=O)Nc3ccccc3Cl)ccc2N2CCOCC2)cc1	8	0.79	1	9	0	0	0	0.9	-1	90
CCOc1cc(C(=S)N2CCCCC2)ccc1OCC(=O)NCc1ccccc1	19	0.96	1	2	-2	.	.	0.8	7	101
Cc1cc(/C=N/NC(=O)c2ccncc2)c(C)n1-c1ccccc1	13	1	0.3	-5	70*	17	-18	0.9	-6	113
COc1ccccc1CNCC(=O)N1CC(=O)Nc2ccccc21	7	1	1.1	1	-6	11	-11	0.9	4	94
C/C(=N/NC(=O)Cc1cccn1C)c1ccccc1	-5	1.2	1	5	-1	0	0	1.1	0	105
CC(SC1=NCCS1)C(=O)Nc1nnc(-c2ccc(Br)cc2)s1 (centres undefined)	8	1.4	1.1	-47	-6	31	-31	0.9	5	105
Cn1c(C(=O)N2CCN(C(=O)c3ccco3)CC2)cc2c(=O)n(C)c3ccccc3c21	0	1	1.1	4	-10	-23	23	1	5	105
CN(C)c1nc(Cl)nc(N(C#N)CCOc2ccccc2)n1	-3	1.1	1.1	8	-8	11	-11	1	5	100
Cc1ccc(CSc2nnc(C)c(=O)[nH]2)cc1	3	1.8	0.6	6	40	-5	5	1	0	99
CCN(CCCn1c(SCC#N)nc2ccccc2c1=O)c1ccccc1	5	0.49	1	2	-4	5	-5	0.9	3	95
Nc1ncnc2nc(SCCN3CCCCC3)[nH]c12	4	1.4	1	24	-1	5	-5	1	-2	99
C=C(C)CNC(=S)NNC(=O)c1cc(C)oc1C	16	1.3	1.1	6	-5	3	-3	0.8	-11	100
COc1ccc(OC)c(S(=O)(=O)NC(N)=NCCc2ccccc2OC)c1	6	1	1	3	-4	3	-3	0.9	-2	102
Cc1ccc(-c2nnn(CC(=O)N3c4ccccc4CCc4ccccc43)n2)cc1	21	0.77	1	4	-4	-9	9	0.8	-10	102
COc1ccc(OCC(=O)Nc2ccccc2C(=O)N2CCOCC2)cc1	-2	0.95	0.9	25	6	8	-8	1	-3	104
Cc1noc(C(=O)Nc2ccccc2C(F)(F)F)c1Cl	47	1	1	4	-3	7	-7	0.5	10	107
Clc1cccc(Cl)c1Cn1ccc(C2CC2)n1	-8	0.92	0.7	10	35	52	-52	1.1	8	121
CC(=O)Nc1ccc(NC(=O)COc2ccc(S(=O)(=O)NC(C)c3ccccc3)cc2)cc1 (centres undefined)	9	.	1	-4	-5	-8	8	0.9	-6	91
CN1C(=O)c2ccccc2Sc2ccc(NC(=O)N3CCOCC3)cc21	-10	1	1	12	0	10	-10	1.1	7	99
Cc1cc(=O)oc2c1c(C)nn2-c1ccc(Cl)cc1	6	1.2	1.1	12	-7	5	-5	0.9	-13	110
CCOC(=O)c1ccc(NC(=S)N(CCCN2CCN(CC)CC2)Cc2ccco2)cc1	-10	1.2	1	2	-5	20	-20	1.1	-11	102
Cc1ccc(OCCCCN2CCCC(C)C2)c([N+](=O)[O-])c1 (centres undefined)	8	1.3	1	7	-5	6	-6	0.9	-19	97
CC(=O)N1C(=O)N(C(C)=O)C2C1N(C(C)=O)C(=O)N2C(C)=O (centres undefined)	13	0.83	1.1	10	-6	-7	7	0.9	-6	97
CC(C)COc1ccc(C(=O)N/C(=C\c2cccc([N+](=O)[O-])c2)C(=O)OC(C)C)cc1	22	1.3	1	2	-5	-1	1	0.8	-2	105
CCC1(C)SC(NC(C)=O)=NN1C(C)=O (centres undefined)	0	1.3	1.1	13	-8	21	-21	1	6	97
Fc1ccccc1CCNc1nnnn1-c1ccccc1	7	0.97	1	3	-4	-11	11	0.9	-1	93
CC(=O)C1C(c2ccccc2)c2c(n[nH]c2C)CC1(C)O (centres undefined)	15	0.99	1.1	1	-6	10	-10	0.8	-2	101
CC(=O)Nc1ccc(SCC(=O)N(C)C2CCS(=O)(=O)C2)cc1 (centres undefined)	19	0.98	1	10	0	-20	20	0.8	8	105
CCOc1cc(/C=N\NC(=O)C2C(=O)NCC2c2ccccc2)ccc1OC (centres undefined)	17	0.94	1.1	7	-6	-6	6	0.8	2	97
CCOc1ccc(-c2cnc(N)n2C)cc1	-9	1.3	1	12	-2	53	-53	1.1	5	101
O=C(/C=C/Nc1ccc(Oc2ccccc2Cl)cc1)c1ccco1	18	6.2*	0.7	14	29	93	-93	0.8	7	155*
Cc1cccc(OCC(=O)NCC2CCCO2)c1C (centres undefined)	6	1.5	1	9	-3	-10	10	0.9	13	101
CCC(C(=O)Nc1ccc(C(C)C)cc1)c1ccccc1 (centres undefined)	10	1	1.1	0	-7	-2	2	0.9	-7	99
COc1ccc(Cl)cc1S(=O)(=O)N1CCN(Cc2ccc3c(c2)OCO3)CC1	13	1.5	1	1	-4	3	-3	0.9	11	99
COc1ccc(C(=O)O/N=C/c2c(C(F)(F)F)nn(C)c2SCc2ccccc2Cl)cc1	13	0.47	1	4	-1	3	-3	0.9	-3	98
O=C(c1cc2ccccc2oc1=O)N1CCN(CCc2ccccc2)CC1	6	1.2	1.1	-3	-7	1	0	0.9	11	93
COc1cccc(N2CCN(C(=O)c3ccc4nc(N5CCCCC5)sc4c3)CC2)c1	8	2.3	1	4	4	70	-70	0.9	3	136*
COc1ccc(CNCC(=O)Nc2ccccc2-n2cccc2)cc1	6	1.4	1	8	-2	-9	9	0.9	6	91
CC(C)[C@H](NC(=O)c1ccccc1)C(=O)OCC(=O)N1CC(=O)Nc2ccccc21	16	1.2	1.1	17	-14	8	-8	0.8	-5	100
CC(=O)Nc1c(-c2ccccc2)nc2ncccn12	10	1	1.1	-2	-6	6	-6	0.9	9	104
O=C(Nc1ccccc1)c1ccc2c(c1)OCCO2	6	5.5*	0.4	-1	65*	132	-132	0.9	-8	146*
CN(c1ccccc1)c1nc(-n2ccnc2)nc(-n2ccnc2)n1	7	0.68	1	8	-5	-4	4	0.9	-1	101
CC(C)CCNC(=O)Cn1c(NCCC(C)C)nc2c1c(=O)n(C)c(=O)n2C	.	.	.	.	.	-3	3	.	-3	95
(cont.)
SMILES	Diaphorase inh	NF-kB expr up	FLuc act counter	G6PDH counter	FLuc inhib CS	APP 5'UTR act	APP 5UTR inh	Diaphorase act	TLR4-MyD88 BLA	STAT1 activator
CN(C)c1cccc(C(=O)N/N=C/c2ccsc2)c1	14	1	0.1	5	90*	37	-37	0.9	-1	125
CC1(C)CC(c2nc(-c3ccc(Br)cc3)cs2)CCS1 (centres undefined)	14	1.3	1	3	2	5	-5	0.9	-4	93
Cc1cc(=O)[nH]c(SCC(=O)N2CCCCCC2)n1	5	0.96	1	4	-5	-1	0	1	-12	100
CCOc1ccc(C(=O)/C=C/c2ccc(OC)c(OC)c2)cc1	6	1.3	1	1	-2	-1	1	0.9	1	87
C=C(C)Cn1c(C2CC(=O)N(c3ccccc3F)C2)nc2ccccc21 (centres undefined)	15	1	1.1	14	-6	17	-17	0.9	-9	102
CC(C)C(=O)N1N=C(c2ccc(NS(C)(=O)=O)cc2)CC1c1cccs1 (centres undefined)	10	1.2	1	4	-3	15	-15	0.9	-1	101
O=C(COC(=O)c1cc(-c2ccccc2)nc2ccccc12)Nc1ccc2c(c1)OCO2	10	0.84	1	-25	1	4	-4	0.9	-10	95
CCOC(=O)c1cnn(CCOC(=O)c2cccs2)c1NC(=O)c1cccs1	16	1.4	1.1	2	-6	-7	7	0.8	-9	104

Entries listed so far that have an aryl methoxy group (11):
SMILES	Diaphorase inh	NF-kB expr up	FLuc act counter	G6PDH counter	FLuc inhib CS	APP 5'UTR act	APP 5UTR inh	Diaphorase act	TLR4-MyD88 BLA	STAT1 activator
COc1ccc(C(C)=O)cc1CSc1nc2nc(C)cc(C)n2n1	6	1.1	1	8	-3	2	-2	0.9	-1	94
COc1ccc(-c2nc(C#N)c(NCCCN3CCOCC3)o2)cc1	1	1.2	0.9	25	5	-2	2	1	0	108
COc1ccccc1CNCC(=O)N1CC(=O)Nc2ccccc21	7	1	1.1	1	-6	11	-11	0.9	4	94
COc1ccc(OC)c(S(=O)(=O)NC(N)=NCCc2ccccc2OC)c1	6	1	1	3	-4	3	-3	0.9	-2	102
COc1ccc(OCC(=O)Nc2ccccc2C(=O)N2CCOCC2)cc1	-2	0.95	0.9	25	6	8	-8	1	-3	104
CCOc1cc(/C=N\NC(=O)C2C(=O)NCC2c2ccccc2)ccc1OC (centres undefined)	17	0.94	1.1	7	-6	-6	6	0.8	2	97
COc1ccc(Cl)cc1S(=O)(=O)N1CCN(Cc2ccc3c(c2)OCO3)CC1	13	1.5	1	1	-4	3	-3	0.9	11	99
COc1ccc(C(=O)O/N=C/c2c(C(F)(F)F)nn(C)c2SCc2ccccc2Cl)cc1	13	0.47	1	4	-1	3	-3	0.9	-3	98
COc1cccc(N2CCN(C(=O)c3ccc4nc(N5CCCCC5)sc4c3)CC2)c1	8	2.3	1	4	4	70	-70	0.9	3	136*
COc1ccc(CNCC(=O)Nc2ccccc2-n2cccc2)cc1	6	1.4	1	8	-2	-9	9	0.9	6	91
CCOc1ccc(C(=O)/C=C/c2ccc(OC)c(OC)c2)cc1	6	1.3	1	1	-2	-1	1	0.9	1	87

A different layout for 3 compounds above.
SMILES | Diaphorase inh | NF-kB expr up | FLuc act counter | G6PDH counter | FLuc inhib CS | APP 5'UTR act | APP 5UTR inh | Diaphorase act | TLR4-MyD88 BLA | STAT1 activator
CCOc1ccc(C(=O)/C=C/c2ccc(OC)c(OC)c2)cc1 | 6 | 1.3 | 1 | 1 | -2 | -1 | 1 | 0.9 | 1 | 87
C=C(C)Cn1c(C2CC(=O)N(c3ccccc3F)C2)nc2ccccc21 (centres undefined) | 15 | 1 | 1.1 | 14 | -6 | 17 | -17 | 0.9 | -9 | 102
CC(C)C(=O)N1N=C(c2ccc(NS(C)(=O)=O)cc2)CC1c1cccs1 (centres undefined) | 10 | 1.2 | 1 | 4 | -3 | 15 | -15 | 0.9 | -1 | 101
